# High-throughput results from PubChem BioAssay.
# NCI-60 one-dose screen, 48 h, at 10 µM unless noted. Numbers give growth in % (100 = growth as untreated, 0 = no growth, -100 = all killed).
# OVCAR-5: OVCAR-5 ovarian cancer; 82,000 tested, 2.9% active
# IGROV1: IGROV1 ovarian cancer; AID 1794786; 79,000 tested, 4.7% active
# SK-OV-3: SK-OV-3 ovarian cancer cells | 80,000 tested, 3.2% active
# NCI-H23: NCI-H23 lung cancer | 80,000 tested, 4% active
# SN12C: SN12C renal cancer cells; 81,000 tested, 3.8% active; AID 1794767
# NCI-H226: NCI-H226 lung cancer | 79,000 tested, 3.5% active
# NCI/ADR-RES: NCI/ADR-RES ovarian cells; 81,000 tested, 4.4% active
# OVCAR-3: OVCAR-3 ovarian cancer; 79,000 tested, 7% active; AID 1794787
# OVCAR-4: OVCAR-4 ovarian cancer cells. AID 1794784. 80,000 tested, 3.7% active
# * hit, by the source's call; . = no result given; & = joins results of further samples; [ ] = dose if it differs, or a comment. The calls were made as follows: active = growth percent below 10; inactive = the rest.
entry	SMILES	OVCAR-5	IGROV1	SK-OV-3	NCI-H23	SN12C	NCI-H226	NCI/ADR-RES	OVCAR-3	OVCAR-4
1	COc1cccc(-c2nc3sccn3c2-c2ccnc(NCCNS(=O)(=O)c3ccc(F)cc3)n2)c1	127	74	94	92	78	78	79	96	91
2	Cn1c(=O)c2[nH]c(=S)n(C)c2n(C)c1=O	91	104	94	97	90	101	103	93	100
3	C/C(=N\NC(N)=O)c1cccs1	100	104	88	96	102	.	97	107	106
4	COc1ccc(Cl)cc1Nc1nc(C(F)(F)F)ccc1C(=O)N/N=C/c1ccc([N+](=O)[O-])cc1	5.0*	-0.3*	14	18	5.1*	14	2.1*	-1.0*	-12*
5	O=C(NNCCO)c1ccncc1	91	100	108	98	.	91	104	105	121
6	O=C1C2C3C=CC(O3)C2C(=O)N1/N=C/c1ccc2c(c1)OCO2 (stereo not given)	107	102	108	96	104	113	102	114	143
7	COc1ccc2c(c1)CC/C(=C\c1cncc(Br)c1)C2=O	87	95	100	93	.	111	83	96	86
8	FC(F)(F)c1cccc(-c2cn3ccnc3c(-c3ccc4ncn(C5CCCCC5)c4c3)n2)c1	111	102	109	104	92	98	101	107	107
9	Cc1cccc([N+](=O)[O-])c1Cl	96	112	107	96	106	98	93	106	109
10	Clc1ccc(-c2nc3ccccc3s2)cc1Cl	103	75	108	94	92	87	98	93	81
11	N/C(=N\C(N)=N\c1nc2ccccc2s1)c1ccnc(Br)c1	89	26	30	44	41	60	20	9.1*	59
12	COc1cc(/C=C/C(=O)c2ccc(Cl)cc2)cc(CN2CCCCC2)c1O	100	91	.	93	93	.	88	94	77
13	CN(C)Cc1ncccc1O	111	94	99	97	96	106	105	107	105
14	CCOC(=O)Cc1nc(N)n(C(=S)NC)n1	98	103	100	100	103	.	115	111	105
15	COc1ccc2c(C3(c4c[nH]c5cc(OC)ccc45)C(=O)Nc4ccccc43)c[nH]c2c1	85	80	90	105	98	74	104	101	99
16	CC(=O)Nc1cc(C(C)=O)n(CCc2c[nH]c3ccc(O)cc23)c1	96	102	89	90	100	100	100	103	102
17	C[C@@H]1C[C@H]2C(=O)O[C@@H](C)C(NC(=O)[C@H](Cc3cc(F)cc(F)c3)NC(=O)Nc3ccc(Cl)cc3F)C(=O)N3CCC[C@H]3C(=O)N3CCCC[C@H]3C(=O)N[C@@H](CO)C(=O)N2C1 (stereo not given in full)	35	48	22	38	22	-4.6*	47	.	23
18	CC(=O)C1C(=O)C=C(C)OC1=O (stereo not given)	92&89	107&96	104&107	114&94	87&103	102&95	105&94	124	108&106
19	NC(=S)N/N=C/CCC/C=N/NC(N)=S	103	110	110	111	97	103	105	99	101
20	COc1cccc(Cn2cc(C(=O)Nc3cccnc3Nc3ccccc3)nn2)c1	112	109	112	91	98	97	88	98	100
21	CC1COc2c(N3CCN(C)CC3)c(F)cc3c(=O)c(C(=O)N/N=C/c4ccoc4)cn1c23 (stereo not given)	99	97	112	101	97	98	104	113	97
22	COc1cccc(C=O)c1OS(=O)(=O)c1ccccc1	103	110	98	97	.	92	103	101	109
23	Cc1ccc(S(=O)(=O)Cl)c(Cl)c1	97	114	104	102	101	100	105	104	96
24	COc1ccccc1NCS(=O)(=O)O	.	94	93	97	96	98	.	118	99
25	COc1cc2oc(-c3cccc(NC(=O)c4cc(NC(=O)[C@H](C)N)ccc4C)c3)cc(=O)c2c(OC)c1OC	102	100	118	104	102	85	103	.	96
26	C=CCc1c[nH]c(=O)[nH]c1=O	77	101	110	109	110	104	77	112	101
27	CCC(=O)c1c(C)[nH]c(C)c1C	49	76	93	94	96	101	85	115	123
28	CCc1c(C)c(=N)c2ccccc2n1C	111	112	117	90	99	96	.	93	102
29	CC(=O)NC(CSC(c1ccccc1)(c1ccccc1)c1ccccc1)C(=O)O (stereo not given)	113	120	105	117	103	110	116	137	110
30	C=CCSc1ccc2c(c1)C(=O)Nc1ccccc1O2	92	100	94	.	92	97	96	.	105
31	O=[N+]([O-])CC(c1ccccc1)c1c[nH]c2ccccc12 (stereo not given)	79	54	96	68	53	64	26	42	92
32	CCCCC(O)C(F)(Cl)Cl (stereo not given)	103	92	102	107	106	93	104	103	107
33	C[C@]1(CO)O[C@H](n2cc(F)c(=O)[nH]c2=O)C[C@@H]1O	104	99	96	100	93	98	109	119	110
34	CN1CCCC(n2nc(Cc3ccc(Cl)cc3)c3ccccc3c2=O)CC1 (stereo not given)	79	86	94	79	87	93	83	79	78
35	N#CCCNNc1ccccc1	81	57	89	84	93	79	91	96	80
36	COc1ccc(CN2CCCC(C(=O)c3ccc(C(F)(F)F)cc3)C2)c(O)c1 (stereo not given)	55	47	26	37	32	.	9.2*	7.5*	45
37	O=C(/C=C/c1ccc2nc(-c3ccc(C(F)(F)F)cc3)sc2c1)c1cc(F)cc(F)c1	95	99	94	99	96	118	102	112	102
38	CC(C)c1nc2ccccc2n1CC(=O)N/N=C/c1ccc(OCc2ccccc2)cc1	99	102	85	97	99	88	98	98	100
39	Cc1ccc(/C=C/C2=NN(c3ccc(-c4ccccc4)nn3)C(c3ccc(C)o3)C2)o1 (stereo not given)	95	68	75	79	94	83	77	81	87
40	Cc1ccc(NC(=O)c2ccc(Cl)cc2Cl)cc1C	92	119	106	101	98	116	99	98	112
41	CCOC(=O)CCCCCNC(=O)c1ccccc1	104	139	96	101	112	104	104	108	110
42	COC(=O)c1cc(C(=O)C(F)(F)F)n2c3ccccc3c3ccccc3c12	83	40	83	84	53	53	68	83	11
43	O=c1cc(NNC(=S)Nc2ccccc2)c2ccccc2[nH]1	92	96	99	81	94	80	96	87	93
44	C/C=C/C(=O)N1c2ccccc2CC1c1c(C)[nH]c2ccccc12 (stereo not given)	100	97	77	98	98	95	95	95	96
45	CC(C)CCCC(C)[C@H]1CCC2C3CC=C4C[C@@H](O)CC[C@]4(C)C3CC[C@@]21C (stereo not given in full)	.	111	103	98	95	98	98	125	114
46	CCCCCCCCCCNC(=O)CBr	96	104	99	101	88	90	105	97	92
47	O=C(/C=C(O)/C=C/c1coc2ccccc12)/C=C/c1coc2ccccc12	107	105	108	96	103	101	105	99	110
48	COc1ccc(Cl)cc1NC(=O)c1cc2c(n1C)-c1nc(N)sc1CC2	98	96	78	83	95	90	91	95	90
49	O=C(/C(=N/Nc1ccccc1)C(=S)Nc1ccccc1)c1ccccc1	109	99	100	96	95	98	100	112	96
50	COc1ccc(C2=NN(C=O)C(c3cn(Cc4ccc(Cl)cc4)c4ccccc34)C2)cc1 (stereo not given)	74	70	75	64	66	58	70	69	65
51	CCCCCCOc1ccc(N=[N+]([O-])c2ccc(OCCCCCC)cc2)cc1	109	106	105	99	96	102	103	105	109
52	S=c1nc(-c2ccccc2)oc(=NC2CCCCC2)n1C1CCCCC1	86	-26*	88	61	68	105	33	12	34
53	CSc1nc2ccccc2c(=O)n1CCc1ccc(S(N)(=O)=O)cc1	112	103	112	93	102	99	100	103	104
54	O=C(Cn1cc(CN2C(=O)c3ccccc3S2(=O)=O)nn1)Nc1ccc(Br)cn1	103	99	85	96	111	101	94	95	97
55	COC(=O)c1cc(/C=C/c2ccccc2)[nH]c(=O)c1C#N	101	106	108	106	90	97	105	110	99
56	C/C=C/C1=CN2C(=O)c3cc(OC4OC(C)C(NC)C(C)(O)C4O)c(C)c(O)c3N=C[C@@H]2C1 (stereo not given in full)	-1.3*	-23*	1.8*	-44*	1.4*	3.3*	-6.2*	-4.3*	6.7*
57	CCOC(=O)/C(C#N)=C/c1ccccc1Cl	113	109	111	106	109	102	107	106	110
58	CSc1c(-c2nc3ccccc3s2)c(N)nc2c(C#N)c(Nc3ccc(Cl)cc3)nn12	110	98	98	95	101	94	100	.	101
59	C#Cc1cccc(NC(=O)c2ccccc2NC(=O)C=C)c1	113[8.25 µM]	101[8.25 µM]	99[8.25 µM]	97[8.25 µM]	94[8.25 µM]	98[8.25 µM]	103[8.25 µM]	104[8.25 µM]	100[8.25 µM]
60	COc1ccc(CCN2C(=O)/C(=C/c3ccc(C4Oc5ccccc5C5CC(c6ccccc6)=NN54)cc3)SC2=S)cc1 (stereo not given)	103	100	103	100	101	105	110	105	109

# Remaining list, next part
entry	SMILES	OVCAR-5	IGROV1	SK-OV-3	NCI-H23	SN12C	NCI-H226	NCI/ADR-RES	OVCAR-3	OVCAR-4
61	COc1cc(-c2nn(C(=O)NCCN3CCOCC3)cc2-c2ccncc2)ccc1Cl	114	103	108	103	101	116	93	101	122
62	CCOC(=O)C(Cc1ccc(N)cc1)N1C(=O)c2ccccc2C1=O (stereo not given)	104	113	103	109	99	88	105	119	108
63	CN(c1ccc(Cl)cc1)S(=O)(=O)c1ccc(-c2cnc(C3CC3)o2)cc1	38	29	84	24	30	14	14	9.2*	55
64	O=C(CSc1nc2ccccc2c(=O)n1-c1ccccc1)c1cc2c(ccc3ccccc32)oc1=O	82	94	69	94	84	90	90	98	108
65	COc1c(B(O)O)cccc1-c1nc2ccc3cn[nH]c3c2c2c1CCCC2	76	58	25	73	51	49	65	57	77
66	COC(=O)c1cc(NC(=O)Nc2cc(C(=O)OC)n(C)c2)cn1C	121	61	114	119	93	97	104	106	99
67	O=c1/c(=C/Nc2nccs2)sc2ncnn12	112	94	99	107	89	102	105	111	103
68	O=C(N/N=C\c1ccc([N+](=O)[O-])cc1)c1ccc2nc(-c3ccc([N+](=O)[O-])cc3)[nH]c2c1	106	105	83	97	102	85	99	63	103
69	COc1ccc(NC(=O)Nc2cc(-c3ccc(OC)cc3)on2)cc1	102	104	107	96	102	90	101	105	106
70	c1ccc2cc(N3CCCCC3)ccc2c1	97	105	99	96	91	102	106	118	101
71	CCCCCCCCN1C(=O)c2ccccc2C1=O	120	112	104	110	109	96	113	122	111
72	CN(C)Cc1ccc(C(=O)Nc2ccc3ncnc(Nc4ccc(Oc5cccc(F)c5)c(Cl)c4)c3c2)cc1	-29*	-51*	19	49	11	80	23	-24*	-24*
73	COc1ccc2cc(-c3ccnc4c(N=Nc5ccc(Cl)cc5)c(-c5ccccc5)nn34)ccc2c1	101	98	87	93	94	103	97	99	100
74	CC1=NN(c2cccc(Cl)c2)C(=O)/C1=C\c1cn(Cc2ccccc2)c2ccc(Br)cc12	82	99	97	92	96	102	107	111	101
75	O=C1Nc2ccc(Cl)cc2/C1=N\c1nnc(-c2ccc(Cl)cc2)o1	94	92	109	82	95	94	85	.	32
76	CCOC(=O)c1cc2c(nc1OC)-c1cnn(-c3ccc(Cl)cc3)c1CC2	80	94	90	.	90	85	77	105	73
77	CC/C(=N\NS(=O)(=O)c1ccc(C)cc1)c1ccc(OC)cc1	102	117	103	88	107	111	98	92	110
78	CCCCOc1ccc(NC(=O)n2nc(NC(C)=O)c3cc(NC(C)=O)ccc32)cc1	114	95	117	101	92	99	105	98	106
79	C=C1SC(=Nc2c(C)cccc2C)N(c2nc(Cl)nc(Cl)n2)C12CCCCC2	118	97	99	103	107	104	105	101	101
80	Cc1c2cnccc2c(C)c2c1c1cc(C(=O)O)ccc1n2C	9.9*	0.4*	-4.6*	-32*	0.9*	-26*	3.0*	0.1*	-4.4*
81	CCOC(=O)C1=C(N)Oc2c(sc3c(F)cccc23)C1c1ccc(F)cc1 (stereo not given)	94	73	95	75	96	85	80	86	82
82	CCN1CCN(CCNc2nccc(-c3c(-c4cccc(OC)c4)nc4occn34)n2)S1(=O)=O	130	80	92	105	96	92	109	107	114
83	Cn1c(=O)c2nc(CC(=O)c3ccccc3)c(=O)[nH]c2n(C)c1=S	101	78	97	87	94	73	99	95	108
84	CC(C)(C)NC(=O)NCC1CCCC1NC(=O)NC(C)(C)C (stereo not given)	92	78	95	95	94	88	103	109	98
85	CCCC(O)c1ccccc1 (stereo not given)	103	119	98	105	106	97	111	113	112
86	COc1ccc(-c2nc(N/N=C/c3ccc(Br)cc3)nc(N3CCOCC3)c2C#N)cc1	106	101	106	99	99	103	105	112	109
87	OCCC1CCCCN1 (stereo not given)	101	100	111	101	94	103	101	114	112
88	CCN(CC)C(C(=O)Nc1c(C)cccc1C)N(CC)CC	101	103	109	95	99	106	96	105	105
89	CCC(O)(CC)C(F)(F)Cl	118	86	101	103	103	92	103	108	117
